# DPM-DC inhibit: S. pneumoniae DPM-DC inhibitors, primary screen, biochemical, PK/LDH-coupled NADH fluorescence. 65,000 tested, 0.49% active. diphosphomevalonate decarboxylase (Streptococcus pneumoniae D39). purified DPM-DC. calls only at 10 µM;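 active means the 320 compounds with the highest percent inhibition in the single-dose primary screen, excluding strongly autofluorescent ones, cut at about 32% in these data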;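 further: kinetic rate of NADH fluorescence loss reporting ADP formed by the decarboxylase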
# HPDE-C7K KRASV12: cytotoxicity in KRAS-transformed pancreatic duct cells, primary screen, cell-based, fluorescence, HTS (AID 431); 63,000 tested, 1.7% active; one-dose cytotoxicity, % at 10 µM; EC50 in µM for titrated hits; HPDE-C7K KRASV12 cells, Alamar Blue viability, 48 h; higher % means a stronger effect;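 active means compounds whose percent cytotoxicity in the single-dose primary screen, scaled between solvent and toxic-drug controls, exceeds 50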;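 further: 0% = DMSO solvent wells and 100% = doxorubicin-treated wells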
# PMK inhibit: S. pneumoniae PMK inhibitors, primary screen, biochemical, mevalonate pathway, pilot trial included; phosphomevalonate kinase (Streptococcus pneumoniae D39); 65,000 tested, 0.49% active; purified PMK, PK/LDH-coupled NADH absorbance 340 nm; AID 539, 2006; inhibition, % at 10 µM;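 active means top-ranked compounds by inhibition in the single 10 µM screen, taking a fixed number of the strongest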;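 further: 0% = full reaction with DMSO carrier and 100% = background rate without enzyme reaction; no value below 0 was filed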
# Bfl-1 displacement: Bfl-1 inhibitors, primary screen, biochemical, fluorescence polarization, FITC-Bid, mouse (AID 432). displacement, % at 20 µM, or IC50 in µM where a hit was titrated. 64,000 tested, 0.02% active. FITC-Bid BH3 peptide fluorescence polarization displacement; higher % means a stronger effect. Bcl-2-related protein A1 (Mus musculus); in the data active means a potency from the dose series; inactive means the rest, 99 in 100 with displacement below about 15%; further: strong numbers were not always called active
# HPDE-C7 cytotoxicity: cytotoxicity in HPDE-C7 cells, cell-based, fluorescence, HTS (AID 430). HPDE-C7 pancreatic duct cells viability, fluorescence; higher % means a stronger effect. 63,000 tested, 1.8% active. one-dose cytotoxicity, % at 10 µM; EC50 in µM for titrated hits;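 further: cells exposed to compound for 48 hours before viability readout; 0% = vehicle and 100% = reference cytotoxic drug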
# MK inhibit: S. pneumoniae MK inhibitors, primary screen, biochemical, PK/LDH-coupled NADH absorbance; mevalonate kinase [Streptococcus pneumoniae D39]; purified MK, PK/LDH-coupled NADH absorbance 340 nm; inhibition, % at 10 µM; 65,000 tested, 0.48% active; AID 555, 2006;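 active means ranked among the strongest by inhibition in the single 10 µM screen, a fixed top-ranked set picked for dose follow-up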; further: no value below 0 was filed
# LYP inhibition: LYP phosphatase inhibitors, primary screen, biochemical, DiFMUP fluorescence, recombinant catalytic domain, 10 µM (AID 606); Tyrosine-protein phosphatase non-receptor type 22 (Homo sapiens); recombinant LYP catalytic domain, DiFMUP fluorescence; higher % means a stronger effect; inhibition, % at 10 µM; hits with a dose series show IC50 in µM; 52,000 tested, under 10 active;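 active means IC50 under 40 µM in the dose-response test; inactive means IC50 of 40 µM or more, or never dose-tested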
# Alkaline phosphatase: human TNAP enzyme inhibitors, biochemical, luminescent (AID 518). Alkaline phosphatase, tissue-nonspecific isozyme (Homo sapiens). purified TNAP enzyme, luminescent substrate readout; higher % means a stronger effect. one-dose inhibition, % at 20 µM; IC50 in µM for titrated hits. 64,000 tested, 0.09% active; in the data active means a potency from the dose series; inactive means the rest, 99 in 100 with inhibition below about 22%;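 further: plate controls were vehicle for no effect and reference inhibitor for full effect; many of its hits are not listed in these tables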
# HT1080 viability: cytotoxicity in HT1080 fibrosarcoma cells, cell-based, fluorescence readout (AID 620). cytotoxicity, % at 10 µM, or EC50 in µM where a hit was titrated. HT1080 viability, fluorescence; higher % means a stronger effect. 87,000 tested, 0.42% active;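 further: cells exposed to compound overnight then 4 h with Alamar Blue; 0% = vehicle DMSO and 100% = killing control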
# PMK inhibit pilot replicates: also measured in PMK inhibit; calls as there; inhibition, %; measured here: pilot screen replicates
# MK inhibit pilot replicates: also measured in MK inhibit; calls as there; inhibition, %; measured here: pilot screen replicates
# DPM-DC inhibit pilot screen %: also measured in DPM-DC inhibit; calls as there; inhibition, %; measured here: pilot screen trials
# The depositor's hits bear a star; i = inactive; nt = not tested or not shown. Unless noted, no stated cut-off is given here; in the data, active means cytotoxicity above about 50%; inactive means the rest. Compounds as they come, and some 3.3% of all compounds hit somewhere here.
SMILES,DPM-DC inhibit,HPDE-C7K KRASV12,PMK inhibit,Bfl-1 displacement,HPDE-C7 cytotoxicity,MK inhibit,LYP inhibition,Alkaline phosphatase,HT1080 viability,others
NS(=O)(=O)c1ccc(NC(=O)CSc2nnc(-c3cnccn3)n2-c2ccccc2)cc1,i,-5%,4,-3%,3%,3,11%,10%,6%,
Cc1nnc(SCCn2c(N3CCCC(C)C3)nc3c2c(=O)[nH]c(=O)n3C)s1 (stereo not given),i,3%,8,-3%,2%,11,1%,6%,-16%,
CCC(OC(=O)c1cc2sccc2n1C)C(=O)NCc1ccco1 (stereo not given),i,-11%,17,-3%,-18%,0,nt,14%,1%,
O=C(CSc1nccn1-c1ccccc1)N1CCc2ccccc21,i,-4%,9,12%,-3%,0,nt,5%,nt,
CCCCOc1ccc(CN2CCCCC2)cc1,i,25%,5,0%,7%,1,nt,5%,-12%,
CNc1nc(SCC(=O)OC)nc(N2CCOCC2)n1,i,-14%,10,-12%,-17%,7,-12%,2%,5%,
Cn1c(SCCOc2ccccc2Cl)nnc1-c1ccncc1,i,-3%,0,-3%,-6%,7,2%,6%,4%,
COCc1cc(=O)n2[nH]c(-c3cccc(Br)c3)cc2n1,i,-2%,9,-4%,6%,4,1%,-5%,-6%,
CCOc1ccc(NC(=O)N2CCC(n3c(=O)[nH]c4ccccc43)CC2)cc1,i,0%,11,-2%,-1%,5,-13%,2%,-3%,
Cc1cc(C(F)F)n2ncc(C(=O)N3CCc4ccccc4C3)c2n1,i,-15%,0,7%,-2%,6,5%,9%,4%,
Cc1ccc(S(=O)(=O)CCc2ccccn2)cc1,i,-16%,2,0%,-14%,6,12%,8%,5%,
CCOc1c(S(=O)(=O)N2CCCC2)ccc(Cl)c1Cl,i,-3%,10,-1%,-14%,8,-1%,7%,4%,
COc1cccc(-c2nnc(SCCC(=O)O)n2C)c1,i,4%,12,-6%,-6%,3,3%,8%,-1%,
O=c1c(-c2ccc(F)cc2)coc2c3c(ccc12)OCCO3,i,-5%,19,0%,-8%,0,7%,17%,-3%,PMK inhibit pilot replicates=0.0;MK inhibit pilot replicates=6.0;DPM-DC inhibit pilot screen %=0.0
COc1ccc(C)cc1-n1nnnc1SCn1nnc2ccccc2c1=O,i,-1%,6,-8%,2%,0,8%,12%,-5%,
COc1ccc2cc(CN(CCc3ccccc3)Cc3nnnn3CC3CCCO3)c(=O)[nH]c2c1 (stereo not given),i,1%,12,-5%,-4%,7,-17%,-1%,-3%,
Cc1cccc(C)c1NC(=O)N1C2CCCC1CC(NC(=O)C(C)(C)C)C2 (stereo not given),i,-16%,13,4%,-11%,0,9%,1%,-1%,
S=c1nc(-c2ccccc2)n(Cc2ccco2)c2c1CCCC2,i,-2%,0,-8%,-3%,3,8%,10%,20%,
Cc1cc(N2CCC(C(=O)NC3CCCCC3)CC2)nc(-c2ccccc2)n1,i,2%,6,-1%,-9%,3,3%,-4%,-4%,
CCn1c(N2CCN(CC(=O)c3ccc(OC)cc3)CC2)nc2ccccc21,i,-6%,11,-10%,6%,13,nt,11%,32%,
NS(=O)(=O)c1ccc(CCNC(=O)C2CCCN2C(=O)OCc2ccccc2)cc1 (stereo not given),i,nt,18,nt,nt,0,4%,nt,-7%,
CCCOC(=O)c1c(N)sc2c1CCC2,i,-16%,18,-4%,-3%,0,-2%,9%,-8%,
COc1cccc(-c2nnc(SCC(=O)N3CC(C)CC(C)C3)o2)c1 (stereo not given),i,-7%,11,0%,-11%,8,2%,1%,6%,
O=S(=O)(Cc1ccccc1)N1CCC(c2nc(-c3cccs3)no2)CC1,i,12%,13,-6%,-1%,5,-4%,-15%,-7%,
COC(=O)C(C(=O)NCC1CCCO1)C1CCCCCC1 (stereo not given),i,-7%,12,-4%,0%,7,3%,7%,5%,
O=C(Cc1cn2ccsc2n1)OCc1nc2ccccc2s1,i,-20%,25*,1%,-11%,1,nt,1%,-1%,
N=c1c2c(-c3ccccc3)c(-c3ccccc3)oc2ncn1CCCN1CCOCC1,i,56%*,12,-7%,47%,12,11%,17%,-31%,
O=C(NCCc1ccccc1)c1cnc2sccn2c1=O,i,6%,9,-2%,-4%,2,2%,9%,-2%,
CCCCCCn1c(NCC)nc2c1c(=O)[nH]c(=O)n2C,i,-9%,18,2%,-7%,0,2%,6%,31%,
C=CCSC1=N/C(=C\C=C\c2ccco2)C(=O)S1,i,33%,0,0%,46%,0,nt,18%,-5%,

# Of the compounds above, five have a halogen.
SMILES,DPM-DC inhibit,HPDE-C7K KRASV12,PMK inhibit,Bfl-1 displacement,HPDE-C7 cytotoxicity,MK inhibit,LYP inhibition,Alkaline phosphatase,HT1080 viability,others
Cn1c(SCCOc2ccccc2Cl)nnc1-c1ccncc1,i,-3%,0,-3%,-6%,7,2%,6%,4%,
COCc1cc(=O)n2[nH]c(-c3cccc(Br)c3)cc2n1,i,-2%,9,-4%,6%,4,1%,-5%,-6%,
Cc1cc(C(F)F)n2ncc(C(=O)N3CCc4ccccc4C3)c2n1,i,-15%,0,7%,-2%,6,5%,9%,4%,
CCOc1c(S(=O)(=O)N2CCCC2)ccc(Cl)c1Cl,i,-3%,10,-1%,-14%,8,-1%,7%,4%,
O=c1c(-c2ccc(F)cc2)coc2c3c(ccc12)OCCO3,i,-5%,19,0%,-8%,0,7%,17%,-3%,PMK inhibit pilot replicates=0.0;MK inhibit pilot replicates=6.0;DPM-DC inhibit pilot screen %=0.0

# The list continues:
SMILES,DPM-DC inhibit,HPDE-C7K KRASV12,PMK inhibit,Bfl-1 displacement,HPDE-C7 cytotoxicity,MK inhibit,LYP inhibition,Alkaline phosphatase,HT1080 viability,others
CCOC(=O)N1CCN(c2ccc(Cl)c(Cl)c2)CC1,i,2%,1,-2%,7%,0,13%,9%,3%,
O=C(c1nn2c(C(F)(F)F)cc(-c3ccco3)nc2c1Br)N1CCCc2ccccc21,i,48%,18,5%,52%*,6,3%,14%,2%,
Cc1ccc(-n2nc3c(c2NC(=O)c2c(-c4ccccc4Cl)noc2C)CS(=O)(=O)C3)c(C)c1,i,-13%,25*,-4%,-6%,1,8%,10%,-10%,
O=C(c1ccco1)N1CCN(C(=O)c2oc(=O)c3ccccc3c2-c2ccccc2)CC1,i,4%,4,1%,-5%,5,6%,10%,2%,
O=CNC1CCCc2c1[nH]c1ccc(Cl)cc21 (stereo not given),i,13%,6,4%,0%,6,nt,7%,14%,
CCN1CCN(C(c2cccs2)C(C)NS(=O)(=O)c2ccc(Br)cc2)CC1 (stereo not given),i,10%,12,0%,4%,2,8%,9%,-1%,
CCOc1cccc(C(=O)Nc2cccnc2)c1,i,-10%,4,1%,-15%,4,8%,-5%,-2%,
COc1ccc(/C=N/n2cnnc2SCc2ccc(OC)cc2)cc1,i,16%,0,-6%,-8%,0,14%,19%,5%,PMK inhibit pilot replicates=0.0;MK inhibit pilot replicates=0.0;DPM-DC inhibit pilot screen %=0.0
COc1cccc(C2NC(CCSC)(C(=O)O)C3C(=O)N(C(C)C)C(=O)C23)c1O (stereo not given),i,-2%,0,2%,-6%,0,8%,6%,-8%,
Cc1cnc(C(=O)OCC(=O)NC(=O)NC(C)C)cn1,i,17%,17,-2%,-2%,0,2%,6%,1%,
CCOc1ccc(Br)cc1/C=N/O,i,1%,13,5%,7%,8,-4%,2%,nt,
CCCCn1c(CN2CCN(C(=O)OCC)CC2)nc2c1c(=O)n(C)c(=O)n2C,i,5%,7,-10%,4%,9,12%,12%,-1%,
COc1ccc(Cl)cc1-c1nc(-c2ccc(Br)o2)no1,i,6%,2,2%,-5%,9,2%,11%,2%,
O=C(c1cccc(F)c1)N1CCN(C(=O)C2CC2)CC1,i,1%,8,-9%,-1%,nt,6%,5%,5%,
C=CCn1c(SCC(=O)Nc2sccc2C(N)=O)nc2sc(C)c(C)c2c1=O,i,9%,0,-4%,4%,0,0%,10%,9%,
CN(CC(=O)N1CCN(C2CCCCC2)CC1)S(=O)(=O)c1cccc2nsnc12,i,-3%,8,1%,8%,5,6%,4%,-3%,PMK inhibit pilot replicates=3.0;MK inhibit pilot replicates=2.0;DPM-DC inhibit pilot screen %=2.5
Cc1cccc(NC(=O)c2sc3nc(-c4ccccc4)cn3c2C)n1,i,nt,5,nt,nt,0,10%,nt,22%,
CC(C)c1ccc(OC(=O)NCCO)cc1,i,-7%,13,1%,-1%,0,nt,6%,-8%,
CC1CN(C(=O)CSc2nnc(-c3ccncc3)n2-c2ccccc2)CC(C)O1 (stereo not given),i,-21%,7,-2%,-21%,5,nt,7%,-8%,PMK inhibit pilot replicates=1.0;MK inhibit pilot replicates=0.0;DPM-DC inhibit pilot screen %=1.5
O=C(Nc1ccc(CN2CCOCC2)cc1)c1cccc(F)c1,i,-5%,6,-8%,4%,4,-6%,11%,1%,
COc1cc2c(cc1OC)C(C(=O)NCCN1CCOCC1)C1c3ccccc3CCN1C2=O (stereo not given),i,-6%,8,-4%,-5%,11,-5%,8%,-8%,
CCCc1cc(NCCN2CCOCC2)n2c(nc3ccccc32)c1C#N,nt,-16%,9,-3%,-10%,12,0%,5%,-6%,
O=C(Nc1ccc(O)cc1)c1ccc(C(=O)c2ccccc2)o1,i,-1%,3,8%,-2%,6,-13%,13%,0%,
CC1(C)Cc2c(sc3c2c(=N)n(Cc2ccco2)c(=O)n3Cc2ccc(Cl)cc2)CO1,i,-12%,0,7%,-6%,2,-3%,8%,4%,
Cc1ccc(S(=O)(=O)CC(=O)N2CCCC2)cc1,i,-2%,3,-6%,-11%,0,6%,6%,-14%,
CCN(CC)S(=O)(=O)c1cccc(-c2nnc(SCC(N)=O)n2CCc2ccccc2)c1,i,0%,10,0%,4%,6,5%,15%,-2%,PMK inhibit pilot replicates=4.0;MK inhibit pilot replicates=1.5;DPM-DC inhibit pilot screen %=0.5
Cc1cc(NC(=O)CCC(=O)N(CCC(C)C)C(C(=O)NC2CCCC2)c2cccnc2)no1 (stereo not given),i,8%,12,-9%,2%,6,6%,-4%,-4%,
COc1ccc2[nH]c(O)c(NC(C)=O)c2c1,i,nt,0,4%,nt,2,10%,23%,-4%,
CCC1(CC)C(=O)NC(=O)NC1=NCCc1ccc(O)cc1,i,-3%,4,5%,-5%,3,-14%,3%,-4%,
COCCOC(=O)c1c(C)oc2ccc(NS(=O)(=O)c3ccc(C(=O)O)cc3)cc12,i,nt,17,nt,nt,2,9%,nt,5%,
COc1cc(NC(=O)C2CCCCN2)ccc1OCC(C)C (stereo not given),i,nt,6,0%,nt,7,1%,12%,2%,

# Source: PubChem (several laboratories)
